AT treatment: potential ataxia-telangiectasia treatment; […] A-T fibroblasts, KAP-1 phosphorylation AlphaLISA; neocarzinostatin DNA damage 30 min before lysis; Potency, µM (doses to about 57.5 µM), for the others: top-dose activation, hits mostly activators; 0.19% of 320,000 active; further: potency means the concentration at half of the fitted maximal effect; % of control where 0% means no effect; nearly all actives have a fitted effect of over 45% in size
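hTERT-immortalized A-T patient fibroblasts ([…]), 500 cells/well in OPTI-MEM, 1% FBS, got compounds for 60 min, then NCS for 30 min at 37C. Lysates were then assayed for phospho-KAP-1 by AlphaLISA (anti-pKAP1 donor, anti-KAP1 acceptor beads), 6 hr at 25C.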
Mito fusion yeast: inhibitors of mitochondrial division or activators of mitochondrial fusion; S. cerevisiae fusion-defective mutant growth rescue, CellTiterGlo 48 h; Potency, µM (series often up to 46.1 µM), for the others: top-dose growth rescue (activation), usual class: activators; 0.23% of 320,000 active;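 further: potency means the concentration at half of the fitted maximal effect; % of control where 0% means no effect; nearly all actives have a fitted effect of over 45% in size; temperature-sensitive fusion mutants such as fzo1-1 at 37 °C on non-fermentable ethanol glycerol medium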
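Luminescent cell viability in 1536-well qHTS format served as the measure of rescued growth in ts fusion-mutant S. cerevisiae cultured on non-fermentable YPEG for 48 hours at 37C.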
KCNH2 3.1 inh: blocks the human KCNH2 3.1 channel isoform | AID 720553 | U2OS KCNH2 3.1, thallium flux FluxOr; active compounds read low | 0.95% of 340,000 active | activity change, % (tested at about 1.8 µM);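 active means maximum activity change below -70%; inconclusive means maximum activity change from -70% to -50%; inactive means maximum activity change above -50%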;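 further: thallium influx rate constant from kinetic fluorescence after stimulation buffer; on the % scale 0 is the no-effect control and ±100 the full control effect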
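Virally transduced U2OS (3.1 isoform, 4 h infection in dark at RT) → overnight 37 C → FluxOr + Red40 in HBSS/HEPES, 45 min → stimulation buffer, 2 min kinetic read → rate constant vs DMSO controls.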
TCR act: T cell receptor activation. Potency, µM (titrated, usually from 9.22 µM), for inactives: at the highest dose activation of IL-2 secretion, most hits filed as activators. primary human leukocytes, anti-CD3, IL-2 HTRF, 48 h. 330,000 tested, under 10 active; further: % of control where 0% means no effect
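IL-2 produced over 48 hr by a-CD3 bead-stimulated primary human leukocytes exposed to compounds was detected with a homogeneous time-resolved FRET immunoassay, 665nm acceptor signal after 320nm excitation.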
Eya2 inh: blocks the phosphatase activity of human Eya2; O00167; recombinant Eya2, OMFP fluorescence dephosphorylation (OMFP is methylfluorescein phosphate); Potency, µM (series often up to 76.9 µM), for inactives: at the top dose activity, negative = inhibition, usual class: inhibitors; 0.006% of 330,000 active; AID 488837; further: potency means the concentration at half of the fitted maximal effect; on the % scale 0 is the no-effect control and ±100 the full control effect
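Eya2 protein (added as 0.2 uM solution) was preincubated with compound for 10 min at ambient temperature in 50 mM HEPES pH 7.5, 50 mM NaCl, 5 uM MgCl2, 0.05% BSA, 1 mM DTT. OMFP (added at 50 uM) then reacted 10 min; fluorescence read at 485/525 nm.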
TRPV1 agonist: agonists of human vanilloid receptor 1 (TRPV1); AID 540275; 0.19% of 320,000 active; Q8NER1; TRPV1-expressing cells, Fluo-8 calcium influx, agonist mode; activation, % at 8.33 µM; in the data active means activation above about 80%; inconclusive means between about 30% and that limit; further: 0% is about no effect
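Cells expressing TRPV1 were dye-loaded with Fluo-8 and read kinetically: 10 s baseline, 3 min after compound (agonist portion), then 2 min after EC20 capsaicin (allosteric enhancer portion). Calcium-bound dye fluorescence at 480/520 nm.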
KCNH2 WT inh: inhibitors of human wildtype KCNH2 potassium channel | Q12809 | U2OS, BacMam KCNH2, thallium flux FluxOr; active compounds read low | activity change, % at 1.84 µM | 0.37% of 340,000 active;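 active means maximum activity change below -70%; inconclusive means maximum activity change between -70% and -50%; inactive means maximum activity change above -50%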; further: on the % scale 0 is the no-effect control and ±100 the full control effect
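U2OS cells were transduced with wild-type KCNH2 virus (2.03 x 10^8 / mL) for 4 h at room temperature, then cultured overnight at 37 C. Thallium flux was read with FluxOr dye. Rate constants were normalized to DMSO controls.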
ELG1 repair inh: inhibitors of ELG1-dependent DNA repair in HEK293T cells; 2.3% of 330,000 active; Potency, µM (highest dose often 46.1 µM), for inactives: at the highest dose activity change, negative = inhibition, most hits filed as inhibitors; HEK293T ELG1-luciferase reporter, luminescence, 16 h; DNA damage induced by 5-fluorouridine; further: potency means the concentration at half of the fitted maximal effect; on the % scale 0 is the no-effect control and ±100 the full control effect; nearly all actives have a fitted effect of over 55% in size
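In this reporter screen, reduction of luminescence relative to DMSO vehicle indicated activity. Compounds and 5-fluorouridine were added together to 2,000 cells per well, incubated for 16 hr at 37 °C, then developed with ONE-Glo.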
USP2a inh: blocks human ubiquitin-specific protease USP2a | O75604 | USP2 core, Ub-CHOP2 coupled fluorogenic reporter, 485/531 | Potency, µM (titrated, usually from 38.3 µM), for the others: at the top dose activity change, negative = inhibition, most hits filed as inhibitors | 0.01% of 330,000 active | AID 463254;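 further: potency means the concentration at half of the fitted maximal effect; plate controls were DMSO wells for no effect and full inhibition by NEM control for full effect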
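Deubiquitinase activity read as fluorescence (485/531 nm) after Ub-CHOP2 cleavage activates the enterokinase reporter on its substrate; USP2 core 10nM, Ub-CHOP2 and substrate 25nM each, 30min compound preincubation then 60min RT; data normalized to NEM, curves fitted.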
TSHR antag: blocks TSH signaling through the human TSH receptor; P16473; AID 504810; 0.2% of 330,000 active; activity change, negative = inhibition, % at 11.5 µM; TSHR-expressing cells, TSH-stimulated cAMP HTRF, 2 h; active compounds read low;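 active means activity change below a set negative limit, meaning inhibition stronger than a set level, cut at about -70% in these data; inconclusive means activity change between two set negative limits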; further: on the % scale 0 is the no-effect control and ±100 the full control effect
Target sequence (P16473 whole entry, looked up): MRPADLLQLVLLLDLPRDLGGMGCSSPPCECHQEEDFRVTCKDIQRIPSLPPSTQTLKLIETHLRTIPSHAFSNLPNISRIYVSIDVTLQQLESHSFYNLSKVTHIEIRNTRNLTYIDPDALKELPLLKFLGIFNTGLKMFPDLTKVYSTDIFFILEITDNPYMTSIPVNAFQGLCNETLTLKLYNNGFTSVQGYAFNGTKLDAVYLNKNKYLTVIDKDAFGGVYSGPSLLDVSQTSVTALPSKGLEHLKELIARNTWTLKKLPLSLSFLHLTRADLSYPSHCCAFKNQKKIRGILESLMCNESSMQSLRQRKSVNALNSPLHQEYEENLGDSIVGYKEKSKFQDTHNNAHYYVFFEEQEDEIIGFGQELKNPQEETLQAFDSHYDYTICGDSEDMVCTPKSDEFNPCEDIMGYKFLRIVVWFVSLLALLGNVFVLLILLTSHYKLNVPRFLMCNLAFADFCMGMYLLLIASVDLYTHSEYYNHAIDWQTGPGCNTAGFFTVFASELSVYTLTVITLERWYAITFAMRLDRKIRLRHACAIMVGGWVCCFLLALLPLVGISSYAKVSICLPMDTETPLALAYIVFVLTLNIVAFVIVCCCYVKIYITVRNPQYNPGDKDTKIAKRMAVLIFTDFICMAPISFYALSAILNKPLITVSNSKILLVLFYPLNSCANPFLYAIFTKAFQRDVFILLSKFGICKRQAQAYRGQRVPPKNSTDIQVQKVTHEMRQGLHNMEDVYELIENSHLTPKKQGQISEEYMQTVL
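Competitive HTRF cAMP read-out (cryptate anti-cAMP antibody, cAMP-d2; 30 min, room temperature) in freshly harvested TSHR cells. Compounds added before TSH at EC80 (4nM final), followed by 2 hours' incubation at 37 deg C.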
* = called active by the depositor; ? = inconclusive; / = not tested or not shown; & = joins results of further samples; [ ] = dose if it differs, or a comment. Unless noted, the call rests on the fitted dose curve; in most records, active means well fitted curve in the direction sought with a large enough effect; inconclusive means small, poorly fitted or top-dose-only effect, or another doubt; inactive means no such curve, though single readings can be large; an effect the other way counts as inactive or inconclusive. Some of the compounds tested; the hit share may differ from the screen's.

SMILES	AT treatment	Mito fusion yeast	KCNH2 3.1 inh	TCR act	Eya2 inh	TRPV1 agonist	KCNH2 WT inh	ELG1 repair inh	USP2a inh	TSHR antag
CCCOc1ccc(CCCN=C(N)N)cc1Cl	8%	-1%	33	-1%	-1%	-2	-3	13µM*	-1%	3
CCOC(=O)c1c(NC(=O)CSc2nc3ccccc3[nH]2)sc2c1CC(C)(C)NC2(C)C	-8%	19%	-2	2%	-10%	?	10	?	-1%	3
Cc1ccc(S(=O)(=O)N2CCCCC2)cc1C(=O)N1CCCCCC1	2%	4%	-5	2%	-9%	7	-4	-1%	0%	-19
CCNC(=O)C(=O)NCCc1ccc(Cl)cc1	-3%	1%	12	1%	1%	5	49	-18%	0%	-3
CCCCC1(Cc2ccc([N+](=O)[O-])cc2)C(=O)N(c2ccccc2)N(c2ccccc2)C1=O	2%	1%	-23	-3%[46.1 µM]	-5%	25	-8	2%	-2%	-6
COc1ccc(OC)c(C(=O)c2coc3ccc(O)c(CN(C)C)c23)c1	0%	-4%	-31	-4%	5%	-4	6	-23%	0%	3
CCCCOc1ccc(S(N)(=O)=O)cc1	0%	-8%	30	-2%	-7%	1	-1	14%	0%	5
O=c1[nH]nc(-c2ccc(NCCCO)c([N+](=O)[O-])c2)c2ccccc12	-31%	-4%	15	4%	15%	-2	17	-5%	-2%	-6
CC(C)CC(c1nnnn1Cc1ccc(F)cc1)N1CCC(C(N)=O)CC1 (centres undefined)	0%	9%	-14	1%	-15%	-1	8	8%	2%	1
Cn1c(Cc2ccccc2)nnc1SCC(=O)Nc1ccc(N2CCOCC2)cc1	0%	-5%	-1	-5%	-1%	3	-6	?	-1%	9
CC1(C)SC(=S)N(/N=C/c2cccnc2)C1N(O)C(=O)NC1CCCCC1 (centres undefined)	-4%	-1%	1	-5%	-6%	1	-5	0%	?	-9
CC(C)(C)OC(=O)C[C@H]1C/C=C\C[C@H](CC(=O)NCCO)C(=O)NC[C@@H](c2ccccc2)OC1=O	1%	/	20	-3%	2%	/	-6	18%	5%	-6
CN(NC(=O)c1ccccc1)c1ncc(C(F)(F)F)cc1Cl	1%	0%	10	-21%	10%	10	0	8%	-1%	-14
CC(C)c1ccc(S(=O)(=O)NC2CCCC2)cc1	3%	1%	-10	-5%	5%	13	-14	1%	0%	-8
COc1ccc(N=C2C(=Nc3ccc(OC)cc3)N(c3ccc(OC)cc3)C(=S)N2c2ccccc2)cc1	-1%	1%	-18	/	-1%	3	-18	?	4%	-1
O=C(Nc1nccs1)c1cncc(Br)c1	-2%	0%	-16	3%	-22%	0	-8	?	8%	3
c1ccc(C(NCCNC(c2ccccc2)c2ccccc2)c2ccccc2)cc1	23%	-47%&-25%[inhibitor]	-14	7%	-7%&3%	2	5	-17%	5%	4&-4
CC1(O)c2ccccc2C(=O)N1CCc1ccccc1F (centres undefined)	-12%	3%	12	0%	19%	?	-5	?	5%	-7
Cc1ccccc1-c1oc(C)c(C)[n+]1[O-]	1%	0%	2	-1%	-19%	1	-4	9%	-1%	9
O=C(N/N=C/c1cccs1)c1n[nH]c2c1CCC2	1%	-4%	9	9%[46.1 µM]	-4%	15	9	?	-1%	2
Cc1cc(C)cc(NC(=O)C2CCCN(c3nc(C)cc(C)n3)C2)c1 (centres undefined)	-3%	3%	2	/	-4%[15.4 µM]	9	-9	3%	1%	0
O=C(NCC1CCCO1)/C(=C/c1ccccc1)NC(=O)c1ccccc1 (centres undefined)	0%	12%	-8	-2%	-13%	-1	/	5%	3%	22
O=C(COc1coc(CN2CCc3ccccc3C2)cc1=O)Nc1ccc(F)cc1F	10%	-1%	-6	-38%	11%	0	-1	-11%	1%	-17
COc1ccc(S(=O)(=O)N2CCOCC2)cc1NC(=O)COc1ncnc2ccccc12	9%	-1%	-11	4%[46.1 µM]	-2%	-3	-7	-2%	2%	11
CCc1nnc(NC(=O)CSc2nnc(-c3c[nH]c4ccccc34)n2C)s1	-8%	-3%	-12	/	7%	-3	-9	1%	0%	0
O=c1[nH]cnc2cc(-c3ccccc3)sc12	-8%	12%	-6	-3%	3%	3	-3	?	5%	-1
COCCNC(=O)c1cc(C)ccc1C	1%	1%	-14	-1%	-6%	1	-1	-13%	3%	1
COCCn1cnc2c1c(=O)n(CC(=O)OCC#N)c(=O)n2Cc1ccccc1	-8%	9%	17	-2%	4%	-3	-3	6%	3%	-2
CC(C)C[C@H](NC(=O)c1cc2cc(Cl)ccc2n1C)C(=O)N1CCC[C@H]1C(=O)O	-9%	-12%	7	-2%	3%	-2	-2	-18%	2%	-14
CC(C)N(C(=O)Nc1ccc2nsnc2c1)C(C)C	32µM*	10%	22	-2%	-5%	6	-10	0%	21%	14
CCN1C(=O)N(C)C(N(O)C(=O)NC)C1(C)C (centres undefined)	6%	1%	17	0%	2%	-4	9	-5%	-1%	7
COc1ccc(CCNC(=O)C2CC(c3cccc(F)c3)=NO2)cc1 (centres undefined)	3%	?	-2	2%	11%	2	0	27%	-8%	-9
COc1cccc(-n2nnnc2SCC(=O)NCc2ccco2)c1	-7%	0%	15	1%	-8%	2	12	3%	-3%	12
CC(C)C12CN3CC(C(C)C)(CN(C1)C3(C)C)C2=O	5%[11.5 µM]	-4%	-6	7%	-3%	2	1	4%	2%	-1
O=c1cnnc(NCc2ccccc2)[nH]1	-8%	-1%	1	1%	8%	2	-11	3%	2%	7
CN(C)c1nc(Cl)cc(N2CCOCC2)n1	0%	-3%	3	5%	9%	-3	-1	21%	2%	12
CS(=O)(=O)N(CC(=O)N1CCCCCC1)c1ccc2c(c1)OCCO2	0%	5%	18	-10%	3%	-1	11	8%	0%	-10
N#Cc1cccc(Oc2ccc(-c3cnc4ccccc4n3)cc2)c1C#N	2%	-1%	5	2%[46.1 µM]	-6%	2	0	10%	0%	-8
N/C(=N\OC(=O)CC1CCCCC1)c1ccc([N+](=O)[O-])cc1	3%	27%	1	-1%[46.1 µM]	4%	2	0	4%	-4%	18
CN1C(C(=O)Nc2ccc(F)cc2F)=CC(c2cccs2)=NS1(=O)=O	8%	2%	3	1%	-2%	5	-5	0%	0%	-7
Cc1c(CNC(=O)C2CC2)c(-n2cccc2)n(Cc2ccccc2)c1C	6%	-5%	2	-6%	2%	-1	-2	15%	-7%	-33
O=C(C1CCN(S(=O)(=O)c2cccc3nsnc23)CC1)N1CCc2ccccc21	-1%	5%	-11	2%	3%	/	-1	?	1%	-13
CCOc1cc(OCC)cc(C(=O)Nc2cccnc2)c1	5%	-4%	3	/	4%	?	6	?	2%	-4
CC(O)CN(C)CC/C=C1/c2ccccc2CSc2ccccc21 (centres undefined)	-9%	2%	-1	1%[46.1 µM]	-9%	17	7	16%	3%	16
CCN(C(=O)c1ccc2c(c1)OCO2)C12CC3CC(CC(C3)C1)C2	18%	/	1	-3%	-7%	/	-22	-5%	2%	/
O=C(c1cc(COc2ccc3c(c2)CCCC3)on1)N1CCCC1	2%	-2%	/	/	3%	10	/	?	0%	4
C[C@@H](O)CC#Cc1ccc2oc(=O)c(-n3cc(-c4ccsc4)nn3)cc2c1	5%	6%	-13	-2%	8%	-1	1	2%	-2%	-25
C/C(Cl)=C/Cn1c(N2CCCC2)nc2c1c(=O)n(C)c(=O)n2C	-2%	7%	-9	3%	5%	0	-1	?	3%	-12
CCOC(=O)c1c(NC(=O)Cn2c(C)nc3ccccc32)sc2c1CCC2	4%	-6%	-2	/	21%	4	2	?	0%	-11
CCS(=O)(=O)c1nc(S(=O)(=O)c2ccc(C)cc2)c(N2CCCC(C)C2)s1 (centres undefined)	10%	4%	-8	-1%	-2%	23	8	0%	0%	7
Cc1ccc2c(c1)c1c(c(=O)n(-c3ccccc3C)c(=O)n1CC(=O)NCC1CCCO1)n2C (centres undefined)	1%	-2%	-14	-2%	-5%	1	-7	-8%	1%	4

Nothing new here: an excerpt of the list.
SMILES	AT treatment	Mito fusion yeast	KCNH2 3.1 inh	TCR act	Eya2 inh	TRPV1 agonist	KCNH2 WT inh	ELG1 repair inh	USP2a inh	TSHR antag
O=C(c1cc(COc2ccc3c(c2)CCCC3)on1)N1CCCC1	2%	-2%	/	/	3%	10	/	?	0%	4
C[C@@H](O)CC#Cc1ccc2oc(=O)c(-n3cc(-c4ccsc4)nn3)cc2c1	5%	6%	-13	-2%	8%	-1	1	2%	-2%	-25
C/C(Cl)=C/Cn1c(N2CCCC2)nc2c1c(=O)n(C)c(=O)n2C	-2%	7%	-9	3%	5%	0	-1	?	3%	-12
CCOC(=O)c1c(NC(=O)Cn2c(C)nc3ccccc32)sc2c1CCC2	4%	-6%	-2	/	21%	4	2	?	0%	-11
CCS(=O)(=O)c1nc(S(=O)(=O)c2ccc(C)cc2)c(N2CCCC(C)C2)s1 (centres undefined)	10%	4%	-8	-1%	-2%	23	8	0%	0%	7
